Screens from PubChem.
All columns: NCI-60 one-dose screen, growth in % after 48 h at 10 µM unless noted; 100 = growth as untreated, 0 = no growth, -100 = all killed.
BT-549: BT-549 breast cancer | AID 1794793 | hit rate 4.4% among 78,000
MCF7: MCF7 breast cancer. hit rate 6.3% among 82,000. AID 1794796
LOX IMVI: LOX IMVI melanoma; hit rate 7.4% among 79,000; AID 1794757
T-47D: T-47D breast cancer; hit rate 5% among 79,000; AID 1794792
MDA-MB-231: MDA-MB-231 breast cancer; hit rate 5% among 81,000; AID 1794789
HS 578T: HS 578T breast cancer | hit rate 4.1% among 78,000 | AID 1794788
MDA-MB-468: MDA-MB-468 breast cancer; hit rate 8.5% among 78,000
SK-MEL-28: SK-MEL-28 melanoma; AID 1794761; hit rate 4.1% among 81,000
An asterisk follows results filed as active; · = not tested or not shown; & = joins results of further samples; [ ] = dose if it differs, or a comment. Rule for the calls: active = growth percent below 10; inactive = the rest.

item | Structure | HS 578T | MDA-MB-231 | T-47D | BT-549
1 | O=C(CC(NCc1ccccc1)c1ccccc1)c1ccccc1 (stereo not drawn) | 109 | 105 | 85 | 94
2 | NC(Cc1cnc[nH]1)C(=O)O (stereo not drawn) | 104&89&101 | 109&120&107 | 115&83&92 | 117&104&97
3 | Cc1ccc(Cn2c(C)cc(C)c(C#N)c2=O)cc1 | 101 | 99 | 90 | 91
4 | COc1ccc2[nH]c(=O)c3c(c2c1)OC(N)=C(C#N)C31c2cc(Br)ccc2-c2ccc(Br)cc21 | 99 | 87 | 92 | 99
5 | Cc1ccc(CNc2ccc3nc(NC(=O)CN4CCCCCC4)sc3c2)cc1 | 113 | 88 | 54 | 104
6 | O=c1c2c(cc3c(O)[nH]c(=S)n13)-c1ccccc1N=2 | 104 | 97 | 107 | 119
7 | c1ccc(-c2ccc(C3CCCN3)cc2)cc1 (stereo not drawn) | · | 96 | 85 | 98
8 | NC(=O)C(=CNC(=S)Nc1ccccc1)C(N)=O | 102 | 97 | 107 | 111
9 | O=c1cc(-c2ccccc2)nc2sc(-c3c[nH]c4ccccc34)nn12 | 92 | 52 | 74 | 74
10 | COc1ccc(CNC(=O)C2CSC3(C)c4ccccc4C(=O)N23)cc1 (stereo not drawn) | 96 | 94 | 98 | 106
11 | COc1ccc(C2C=C(C)N=C3SC=CN32)cc1 (stereo not drawn) | 107 | 104 | 105 | 105
12 | Nc1c(C(=O)Nc2nccs2)sc2nc3c(cc12)C(=O)CCC3 | 108 | 119 | 88 | 108
13 | O=C(CCC(=O)c1nc2ncccc2[nH]1)NN1C(=O)CSC1c1ccc([N+](=O)[O-])cc1 (stereo not drawn) | 91 | 88 | 96 | 125
14 | COc1ccc(/C=C/C(c2cc(OC)c(OC)c(OC)c2)n2cncn2)cc1O (stereo not drawn) | 28 | 46 | 34 | 37
15 | CCN(CC)CCOc1ccccc1C | 119 | 103 | 98 | 102

item | SK-MEL-28 | MDA-MB-468 | MCF7 | LOX IMVI
1 | 99 | 97 | 24 | 93
2 | 124&106&99 | 99&94&111 | 104&98&95 | 97&90&101
3 | 100 | 113 | 98 | ·
4 | 96 | 101 | 87 | 96
5 | 103 | 47 | 68 | 74
6 | 108 | · | 98 | 95
7 | 95 | 105 | 82 | 96
8 | 109 | 110 | 99 | 95
9 | 91 | 94 | 73 | 98
10 | 106 | 87 | 90 | 102
11 | 115 | 99 | 98 | 103
12 | 108 | 96 | 86 | 103
13 | 111 | 88 | 86 | 91
14 | 59 | 8.3* | 21 | 51
15 | 98 | 118 | 100 | 104

Further records:
item | Structure | HS 578T | MDA-MB-231 | T-47D | BT-549
16 | O=C(N/N=C/c1cc2ccccc2n2nnnc12)Nc1ccc2ccccc2c1 | 109 | 98 | 106 | 94
17 | NC(=O)NS(=O)(=O)c1ccc(N2N=C(C(F)(F)F)CC2c2cc(C(F)(F)F)cc(C(F)(F)F)c2)cc1 (stereo not drawn) | 67 | 92 | 72 | 98
18 | CCCCN(CCCC)C(=N)c1ccccc1Cl | 116 | 89 | 98 | 99
19 | CN(CCCNC(=O)c1cccc(C(=O)O)c1)CCCNC(=O)c1cc(NC(=O)c2cc(NC(=O)c3cc(NC(=O)c4nc(NC(=O)[C@H](N)CCNC(=O)c5cc(NC(=O)c6cc(NC(=O)c7cc(NC(=O)c8nccn8C)cn7C)cn6C)cn5C)cn4C)cn3C)cn2C)cn1C | · | 110 | 73 | 94
20 | O=C(Nc1ccc(Cl)c(Cl)c1)OCn1ncc2ccc([N+](=O)[O-])cc21 | 75 | 76 | 80 | 78
21 | O=C(Oc1cccnc1)c1sccc1Nc1ccnc(C(F)(F)F)c1 | 112 | 85 | 89 | 68
22 | O=C(c1ccccc1)c1nn(-c2ccccc2)c(=O)cc1-c1ccccc1 | 102 | 76 | 95 | 94
23 | COc1cccc2c1C(=O)c1c(O)c3c(c(O)c1C2=O)C[C@@](O)(C(=O)COC(=O)c1cccnc1)C[C@@H]3OC1CC(N)C(O)C(C)O1 (stereo partly drawn) | -13* | -19* | -2.4* | 5.4*
24 | COc1ccc(/C(=N\NC(N)=S)c2ccccc2)cc1OC | 100 | 107 | 91 | 98
25 | O=C(Nc1nc2c(Cl)cc(Cl)cc2s1)C(Cl)(Cl)Cl | 91 | 94 | 78 | 104
26 | COc1cc(C2C(C#N)=C(N)N(c3ccc(F)cc3F)C3=C2C(=O)CC(C)(C)C3)cc(OC)c1O (stereo not drawn) | 100 | 100 | 97 | 111
27 | N#Cc1ccc(C(=O)CSc2nccc(Nc3ccc(S(=O)(=O)Nc4ccccn4)cc3)n2)cc1 | 98 | 86 | 74 | 102
28 | CC(=O)Nc1cccc2ccc(O)cc12 | 118 | 97 | 95 | 95
29 | CCOC(=O)C1=NN(c2ccccc2)C(=O)/C1=C\N1C(=O)CC(=O)NC1=S | 102 | 92 | 86 | 101
30 | CCCCCOC(=O)COc1ccc(Cl)cc1Cl | 98 | 110 | 98 | 99

item | SK-MEL-28 | MDA-MB-468 | MCF7 | LOX IMVI
16 | 119 | 91 | 96 | 100
17 | 85 | 70 | 50 | 79
18 | 38 | 98 | 88 | ·
19 | 111 | 103 | 113 | 107
20 | 108 | 87 | 86 | 79
21 | 95 | 54 | 85 | 55
22 | 100 | 94 | 101 | 90
23 | -14* | · | 4.1* | 0.7*
24 | 108 | 99 | 93 | 96
25 | 83 | 91 | 85 | 95
26 | 105 | 106 | 94 | 107
27 | 106 | 80 | 94 | 90
28 | 107 | 125 | 92 | 88
29 | 114 | 114 | 102 | 94
30 | 122 | 99 | 119 | 98

The final four entries of the section above are carried over, then new ones follow.
item | Structure | HS 578T | MDA-MB-231 | T-47D | BT-549
27 | N#Cc1ccc(C(=O)CSc2nccc(Nc3ccc(S(=O)(=O)Nc4ccccn4)cc3)n2)cc1 | 98 | 86 | 74 | 102
28 | CC(=O)Nc1cccc2ccc(O)cc12 | 118 | 97 | 95 | 95
29 | CCOC(=O)C1=NN(c2ccccc2)C(=O)/C1=C\N1C(=O)CC(=O)NC1=S | 102 | 92 | 86 | 101
30 | CCCCCOC(=O)COc1ccc(Cl)cc1Cl | 98 | 110 | 98 | 99
31 | Oc1c(Cl)cc(Cl)cc1C1N2CCCCC2C2c3cccn3-c3ccccc3N21 (stereo not drawn) | 109 | 95 | 94 | 103
32 | CC(Nc1c(C#N)cnc2ccc(-c3cncc(O)c3)cc12)c1ccccc1 (stereo not drawn) | -18* | 14 | 6.5* | -18*
33 | COc1ccc(/C=C(/C(=O)O)c2ccc(OC)cc2)cc1 | 140 | 106 | 121 | 95
34 | COc1ccc(/C(C)=N/NC(=O)CSc2nc(-c3cnccn3)cc(-c3cccs3)c2C#N)cc1 | 106 | 93 | 109 | 111
35 | COc1ccc(-c2nn(C(=O)NCCN3CCN(C(C)=O)CC3)cc2-c2ccncc2)cc1Cl | 75 | 68 | 68 | 98
36 | COc1cc(/C=C/C(=O)c2ccc(NC(=O)CSc3nc4c([nH]3)c(=O)n(C)c(=O)n4C)cc2)cc(OC)c1OC | 72 | 73 | 56 | 57
37 | CC1C(=O)OC2C1CCC1(C)C3(C)C(=O)C=CC213 (stereo not drawn) | 107 | 108 | 94 | 102
38 | C=CCn1c(SCC(=O)Nc2ccc(C(=O)/C=C/c3ccc(OC)cc3)cc2)nnc1-c1ccc(OC)c(OC)c1 | 86 | 72 | 58 | 76
39 | O=c1oc2ccccc2c(=O)c2ccccc12 | 107 | 97 | 101 | 109
40 | CCOC(=O)CNC(=O)CCC(NS(=O)(=O)c1ccc(C)cc1)C(=O)O (stereo not drawn) | 96 | 98 | 93 | 105
41 | O=C1OC(=O)C2C1CC1C(=O)OC(=O)C12 (stereo not drawn) | 109 | 102 | 99 | 96
42 | Cc1ccc2nc(Sc3cnc(N)s3)n(Cc3ccccc3)c(=O)c2c1 | 113 | 85 | 97 | 103
43 | Cc1ccc(-c2cnc3sc4ccccc4n23)cc1 | 110 | 85 | · | 103
44 | Cc1nc(Cl)sc1[C@H](O)COS(N)(=O)=O | 110 | 104 | 100 | 102
45 | C=C(C)[C@@H]1CC[C@]2(C(=O)OC)CC[C@]3(C)[C@H](CC[C@@H]4[C@@]5(C)CC[C@H](N)C(C)(C)[C@@H]5CC[C@]43C)[C@@H]12 | -59* | -98* | -73* | -64*

item | SK-MEL-28 | MDA-MB-468 | MCF7 | LOX IMVI
27 | 106 | 80 | 94 | 90
28 | 107 | 125 | 92 | 88
29 | 114 | 114 | 102 | 94
30 | 122 | 99 | 119 | 98
31 | 113 | 98 | 95 | 98
32 | 3.1* | -37* | 0.8* | 1.6*
33 | 112 | 106 | 100 | 104
34 | 106 | 116 | 92 | 103
35 | 73 | 85 | 81 | 94
36 | 79 | 22 | 40 | 67
37 | 100 | 71 | 99 | 96
38 | 105 | 75 | 44 | 87
39 | 109 | 108 | 102 | ·
40 | 108 | 106 | 96 | 97
41 | 108 | 103 | 100 | 97
42 | 105 | · | 89 | 90
43 | 111 | 106 | 83 | 94
44 | 113 | 93 | 90 | 98
45 | -100* | -97* | -85* | -98*

(more compounds)
item | Structure | HS 578T | MDA-MB-231 | T-47D | BT-549
46 | O=S1(=O)OC2(CCCCC2)c2ccccc21 | 86 | 89 | 100 | 67
47 | COC(=O)[C@H](Cc1cn(C)cn1)NC(=O)[C@H](Cc1ccccc1)NC(=O)Nc1cc(C(F)(F)F)cc(C(F)(F)F)c1 | · | -91*[100 µM] | -55*[100 µM] | -95*[100 µM]
48 | CCc1nn2c(C)cc(C)nc2c1Cc1ccc(/C=C/CN2CCN(CCOCCOCCN3CCN(C/C=C/c4ccc(Cc5c(CC)nn6c(C)cc(C)nc56)cc4)CC3)CC2)cc1 | -39* | -66* | -36* | 80
49 | O=c1[nH]cnc(CN2CCCCC2)c1O | 123 | 113 | · | 110
50 | C=C1CC[C@H]2[C@@](C)(CCC3OC(c4ccc(OCc5cn(CC6OC7OC(C)(C)OC7[C@@H]6OCc6ccccc6)nn5)cc4)OC[C@]32C)[C@@H]1/C=C/C1=CCOC1=O (stereo partly drawn) | 84 | 99 | 94 | 91
51 | COc1cccc(/C=C/C(=O)c2ccc(NC(=O)COc3cccc4cccnc34)cc2)c1 | 100 | 98 | 83 | 86
52 | CC1C=CN(N(C)C)C(C#N)(C#N)C1(C#N)C#N (stereo not drawn) | 108 | 105 | 97 | 105
53 | CN[C@]1(c2ccccc2Cl)CCCC[C@H]1NCCc1ccc(OC)c(OC)c1 | 109 | 103 | 98 | 103
54 | Cc1ccc(S(=O)(=O)c2nc(S(=O)(=O)CCN3CCOCC3)sc2N2CCOCC2)cc1 | 102 | 107 | 89 | 97
55 | CC(=O)[C@H]1CC[C@H]2[C@@H]3CC[C@@H]4C[C@H](OC(=O)CCC(=O)O)CC[C@]4(C)[C@H]3C(=O)C[C@]12C | 101 | 103 | 98 | 104
56 | Cc1ccc2c(c1)Nc1ccc(C)cc1C2(C)C | 113 | 114 | 81 | ·
57 | O=C(Nc1ccc(C2=NCCN2)cc1)c1ccc(C(=O)Nc2ccc(C3=NCCN3)cc2)c([N+](=O)[O-])c1 | 240&97 | 99&131 | 76&104 | 111&95
58 | CCOC(=O)C(CO)C1CCCC1 (stereo not drawn) | 101 | 99 | 87 | 96
59 | COc1ccc(C=C(C(C)=O)C(C)=O)cc1 | 111&106 | 100&103 | 105&85 | 110&108
60 | CC/C(=C/c1ccccc1O)c1ccc2ccccc2[o+]1 | 101 | 91 | 92 | ·

item | SK-MEL-28 | MDA-MB-468 | MCF7 | LOX IMVI
46 | 107 | 87 | 98 | 97
47 | -97*[100 µM] | -70*[100 µM] | -61*[100 µM] | -85*[100 µM]
48 | -89* | -6.2* | -86* | -88*
49 | 114 | 102 | 97 | 104
50 | 117 | 104 | 85 | ·
51 | 104 | 91 | 52 | 78
52 | 105 | 94 | 101 | 95
53 | 114 | 106 | 99 | 101
54 | 105 | 92 | 95 | 91
55 | 99 | 100 | 93 | 90
56 | 105 | 101 | 87 | 101
57 | 152&113 | 72&64 | 77&78 | 81&81
58 | 98 | 92 | 98 | 99
59 | 98&100 | 99&95 | 88&90 | 92&93
60 | 100 | 104 | 98 | 92

Later entries
item | Structure | HS 578T | MDA-MB-231 | T-47D | BT-549
61 | CCCCC(CC)COP(=O)(O)O (stereo not drawn) | 106 | 97&102 | 93 | 101&105
62 | COc1ccc(NCc2cccn2Cc2ccc(F)cc2)cc1 | 109 | 97 | 103 | 90
63 | O=C(Nc1ccccc1C(=O)N/N=C\c1ccc2c(c1)OCO2)c1ccccc1 | 103 | 90 | 73 | 90
64 | O=c1ccn(Cc2ccccc2)c(SCc2ccccc2)n1 | 107 | 104 | · | 104
65 | COc1ccc(N2CCN(S(=O)(=O)c3ncsc3-c3ccccc3)CC2)cc1 | 109 | 104 | 93 | 136
66 | O=C(O)c1ccc(-n2cc(C(c3oc(CO)cc(=O)c3O)c3oc(CO)cc(=O)c3O)c(-c3ccc(Cl)cc3)n2)cc1 | 99 | 100 | 105 | 115
67 | OC[C@@H](O)[C@@H](O)CO | 104 | 95 | 103 | 101
68 | CC(C)(C)[Si](C)(C)OC1[C@@H](O[Si](C)(C)C(C)(C)C)[C@@H](CNC(=O)NC(=O)CCl)O[C@H]1n1cnc2c(NC(=O)Nc3ccccc3)ncnc21 (stereo partly drawn) | -4.3* | -73* | -46* | -86*

item | SK-MEL-28 | MDA-MB-468 | MCF7 | LOX IMVI
61 | 106&96 | 114&98 | 99&91 | 97&98
62 | 102 | 83 | 97 | 83
63 | 107 | 107 | · | 100
64 | 116 | 112 | 104 | 103
65 | 105 | 84 | 95 | 106
66 | 95 | 97 | 91 | 97
67 | 112 | 102 | 100 | 91
68 | -79* | -65* | -72* | -88*
